Assay outcomes (PubChem)
D1 allo mod – D1 CRE-luciferase signal change, two-sided – cell-based, HEK293 D1, dopamine EC30, D1 allosteric modulator project, primary screen; D(1A) dopamine receptor (Homo sapiens), P21728; dopamine EC30 potentiation; actives deviate in either direction; B-score at 10 µM; 58,000 compounds, 5.9% hits; AID 641, 2007;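 active = luminescence count or its row- and column-corrected plate score outside the 99.7% band of the plate's sample wells, on either side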
Cdc25B block – inhibitors of Cdc25B phosphatase catalytic domain, primary screen, biochemical, OMFP fluorescence; AID 368, 2006; recombinant Cdc25B, OMFP fluorescence Ex485/Em525; 65,000 compounds, 0.1% hits; inhibition, %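 (compounds tested at 10 µM final in the well)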; M-phase inducer phosphatase 2 (Homo sapiens), P30305; in the data active = inhibition above about 50%
DUSP1 inh – MKP-1 phosphatase inhibitors, primary screen, biochemical, in vitro; Dual specificity protein phosphatase 1 (Homo sapiens), P28562; recombinant MKP-1, OMFP hydrolysis fluorescence; inhibition, %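 (compounds tested at a single concentration somewhere between 10 and 100 µM)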; 65,000 compounds, 0.15% hits; AID 374, 2006;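 active = inhibition above about 50%, limit read from the data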;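 note: 0% = DMSO max control wells and 100% = wells with enzyme stopped by NaOH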
tolC growth inh – growth inhibitors of E. coli tolC mutant, primary screen, strain BW25113 ΔtolC::kan, 384-well; OD615; growth inhibition, % at 10 µM (by protocol); 65,000 compounds, 2.2% hits; AID 573, 2007;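 active = growth inhibition at or above a cutoff equal to the mean over every tested compound plus 3 SD, cut at about 60% in these data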;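 note: growth measured after 20 h incubation at 37 °C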
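Material: E. coli BW25113 ΔtolC::kan, tolC deletion mutant strain. Measure: percent growth inhibition. Schedule: 37 °C, 20 h exposure. Doses: single-point testing at 10 µM. Signal: A615 absorbance measurement. Buffer or medium: kanamycin-containing LB broth (50 µg/mL).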
CatB mixtures – cathepsin B inhibitors from pooled compounds, primary screen, biochemical, compound mixtures, AMC fluorescence | Purified cathepsin B, AMC dipeptide fluorescence | AID 488, 2006 | 62,000 compounds, 0.06% hits | P07858 | inhibition, %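 (ten-compound pools at 5 µM per compound and 50 µM total)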; in the data active = inhibition above about 22%, passing the limit was not always enough;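 note: 0% = enzyme without compound and 100% = no enzyme blank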
Hsp90 inh – tumor Hsp90 inhibitors, primary screen, cell lysate, fluorescence polarization, NCI-N417 lysate; Heat shock protein HSP 90-alpha (Homo sapiens), P07900; Cy3B-geldanamycin FP displacement; inhibition, % at 30 µM; 64,000 compounds, 0.35% hits;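 active = inhibition above 50%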;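 note: 0% = tracer plus lysate wells and 100% = tracer alone without lysate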
AP complement – alternative complement pathway inhibitors, primary screen, biochemical, ELISA, human serum, orthogonally pooled compounds; AID 1235, 2008; LPS-coated ELISA, C3 deposition; tested in compound mixtures; 62,000 compounds, 0.08% hits; inhibition, % at 5 µM;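 active = inhibition above 30% in each of the two pooled mixtures holding the compound, so the lower value exceeds 30%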;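 note: 0% = serum in Mg-EGTA without compound and 100% = EDTA serum blank; some compounds past the cut are filed as inactive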
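Assay system: Human serum alternative complement pathway, C3 deposition on LPS-coated wells | Incubation: 1 h serum-compound exposure at 37 °C | Doses: 5 µM per compound in ten-compound mixtures | Read-out: Percent inhibition | Technique: ELISA with HRP anti-human C3 antibody, TMB substrate, absorbance 450 nm | Replication: Two pool placements per compound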
Ec RNAP inh – E. coli RNAP inhibitors, biochemical; DNA-directed RNA polymerase subunit beta (Escherichia coli (strain K12)), P0A8V2; E. coli RNA polymerase, fluorescence transcription assay; inhibition, %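 (tested at 10 µM)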; 62,000 compounds, 0.2% hits; in the data active = inhibition above about 20%;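 note: 0% = enzyme without compound and 100% = no enzyme blank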
Target sequence (P0A8V2 whole entry, looked up): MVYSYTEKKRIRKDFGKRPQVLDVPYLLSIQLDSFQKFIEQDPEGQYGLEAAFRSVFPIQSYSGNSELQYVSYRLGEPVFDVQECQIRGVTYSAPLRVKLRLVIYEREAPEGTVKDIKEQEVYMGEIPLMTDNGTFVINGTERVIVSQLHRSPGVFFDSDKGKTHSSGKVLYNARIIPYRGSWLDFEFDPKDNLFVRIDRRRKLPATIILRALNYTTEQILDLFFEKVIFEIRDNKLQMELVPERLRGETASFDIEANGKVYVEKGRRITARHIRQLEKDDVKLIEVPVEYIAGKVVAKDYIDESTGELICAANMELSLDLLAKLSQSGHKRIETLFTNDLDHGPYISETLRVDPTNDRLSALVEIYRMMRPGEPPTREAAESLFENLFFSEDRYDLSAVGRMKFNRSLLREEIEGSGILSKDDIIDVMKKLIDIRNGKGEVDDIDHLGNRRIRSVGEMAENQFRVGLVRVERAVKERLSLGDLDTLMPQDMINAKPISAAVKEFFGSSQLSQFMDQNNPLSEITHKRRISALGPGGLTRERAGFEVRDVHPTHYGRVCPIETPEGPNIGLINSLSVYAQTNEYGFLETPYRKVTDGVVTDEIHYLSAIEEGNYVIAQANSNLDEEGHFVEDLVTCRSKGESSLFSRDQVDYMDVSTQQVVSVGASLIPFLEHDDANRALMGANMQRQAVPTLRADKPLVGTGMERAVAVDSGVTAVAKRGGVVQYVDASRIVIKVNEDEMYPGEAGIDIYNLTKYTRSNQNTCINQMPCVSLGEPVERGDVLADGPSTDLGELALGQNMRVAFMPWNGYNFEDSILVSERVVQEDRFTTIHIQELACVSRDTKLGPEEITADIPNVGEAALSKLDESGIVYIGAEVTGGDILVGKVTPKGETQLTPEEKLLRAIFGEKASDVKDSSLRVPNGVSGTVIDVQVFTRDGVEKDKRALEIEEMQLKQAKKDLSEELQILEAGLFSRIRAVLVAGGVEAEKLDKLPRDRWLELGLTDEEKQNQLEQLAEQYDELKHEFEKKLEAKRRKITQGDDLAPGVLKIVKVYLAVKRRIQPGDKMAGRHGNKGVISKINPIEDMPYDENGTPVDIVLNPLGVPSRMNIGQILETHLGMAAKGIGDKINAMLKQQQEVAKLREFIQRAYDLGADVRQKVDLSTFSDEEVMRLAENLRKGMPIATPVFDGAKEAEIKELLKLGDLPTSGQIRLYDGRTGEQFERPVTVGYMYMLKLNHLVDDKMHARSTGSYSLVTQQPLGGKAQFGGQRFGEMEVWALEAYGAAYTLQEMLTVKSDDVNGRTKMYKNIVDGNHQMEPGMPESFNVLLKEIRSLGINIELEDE
CatB inh – human cathepsin B inhibitors, primary screen, biochemical, fluorogenic substrate. purified cathepsin B, fluorescence. inhibition, %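 (tested at 10 µM)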. 63,000 compounds, 0.1% hits; in the data active = inhibition above about 21%;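 note: 0% = enzyme with no compound and 100% = no enzyme blank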
An asterisk follows results filed as active; . = no result given.

Fields: D1 allo mod	Cdc25B block	DUSP1 inh	tolC growth inh	CatB mixtures	Hsp90 inh	AP complement	Ec RNAP inh	CatB inh
- COc1ccc(OC)c2c(C)cc(N3CCCN(C)CC3)nc12
→ .	-6	8	-5	-3	.	-8	-7	-1
- CC1Cc2ccccc2N1C(=O)CSCC(=O)O (stereo not drawn)
→ -0.28	-8	11	-4	3	1	5	4	2
- COc1ccc(-n2cnc3c(sc4nccc(N(C)C)c43)c2=O)cc1
→ -0.61	-14	4	-2	2	-1	9	5	5
- O=C(O)CCCC(=O)NCCc1ccncc1
→ -0.17	-15	0	-16	3	-6	8	8	3
- Cc1cc(C(=O)O)c(CCCN)s1
→ -0.59	-12	15	-25	-2	-4	-4	4	-1
- COc1ccc(N2CCN(C(=O)c3ccc(C)c(Cl)c3)CC2)cc1
→ 1.5	-7	6	33	-18	-3	17	-1	3
- Cc1cc(C)n2nc(SCc3nc4ccccc4[nH]3)nc2n1
→ 2.2	3	0	-2	7	-2	-3	-3	0
- COc1ccc(S(=O)(=O)N(C)CC(=O)N2CCOCC2)cc1Cl
→ .	-4	-8	1	4	-5	5	9	0
- CCOc1ccccc1-n1c(SCC(=O)NCc2ccco2)nnc1-c1ccncc1
→ 0.26	0	17	-11	4	-4	12	3	1
- CC1Oc2ccccc2N(CC(=O)c2ccccc2)C1=O (stereo not drawn)
→ 0.74	-5	3	-4	7	-2	10	11	0
- CCOC(=O)Nc1sc(C)nc1-c1ccccc1
→ 3.7*	-16	-3	3	0	-2	12	-2	0
- c1ccc(-n2ncc3c(NCC4CCCO4)ncnc32)cc1 (stereo not drawn)
→ .	1	-14	9	.	-6	.	-12	2
- CC(=O)Nc1cc(NC(C)=O)c(CC(C)C)s1
→ -0.22	-16	1	-11	0	-2	5	5	0
- COc1ccccc1NC(=O)Nc1ccc2c(c1)OCCO2
→ -0.92	0	-16	15	5	-3	21	0	-5
- Cc1ccc(-c2n[nH]c(=O)c3ccccc23)cc1S(=O)(=O)NCCN1CCOCC1
→ 1.4	17	-16	17	.	-4	.	7	-3
- O=C(OC1CSc2nc3ccccc3n2C1)c1ccco1 (stereo not drawn)
→ -1.1	-1	15	-5	0	-10	4	3	1
- CCN(Cc1ccccc1)S(=O)(=O)c1ccc(S(=O)(=O)N2CCN(CCC#N)CC2)cc1
→ -0.58	-5	2	-7	0	0	7	9	3
- CCCCOC(=O)Nc1sc2c(c1C(=O)OC)CCC2
→ .	1	10	34	4	-4	0	3	4
- O=C(COC(=O)C1=COCCO1)Nc1ccc2c(c1)OCO2
→ -0.28	7	18	-12	1	-1	8	9	15
- CCCCn1c(-c2nonc2NC(=O)c2ccccc2Cl)nc2ccccc21
→ -0.89	7	-16	-2	2	1	11	9	1
- CCOC(=O)N1CCC(NC(=O)c2ccc3snnc3c2)CC1
→ -0.16	-5	-2	-18	2	-3	17	11	3
- CCCOc1ccccc1C1NC(=O)NC(C)=C1C(=O)OCCOC (stereo not drawn)
→ 0.031	-8	14	-2	-3	-2	-5	-2	-2
- O=C(C1COc2ccccc2O1)N1CCN(c2ccccc2F)CC1 (stereo not drawn)
→ -0.027	-8	4	7	2	1	10	1	3
- Cn1c(=O)c2c3c(sc2n2c(SCC(N)=O)nnc12)CC(C(C)(C)C)CC3 (stereo not drawn)
→ .	-27	31	12	.	-3	.	2	1
- COCCNCC(=O)C12CC3CC(CC(C3)C1)C2
→ 1.9	-3	-17	-9	3	-1	20	11	2
- Nc1ccc(S(=O)(=O)c2cccc(N)c2)cc1
→ .	-5	-1	-18	4	-3	5	6	0
- COC(=O)c1[nH]c2cccc(C)c2c1NC(=O)CN1CCCc2ccccc21
→ 0.1	5	25	4	1	-8	-16	-9	2
- Cc1c(Br)c(=O)[nH]c(=O)n1COCc1ccccc1
→ 2.4	4	-25	-9	0	0	3	2	-2
- Nc1ccc(C(=O)OCc2nc3ccccc3[nH]2)cc1
→ -0.13	18	-5	23	3	-3	14	0	1
- COc1ccc2nc3oc(C(=O)N4CCC(C(N)=O)CC4)cc3cc2c1
→ -0.077	9	-1	6	-3	-3	9	-2	2
- CCOc1ccc(NC(=O)CN2C(=O)COc3ccc(Cl)cc32)cc1
→ 0.15	-4	6	4	3	-1	19	8	2
- CCn1c(Cc2ccccc2)nnc1SCC(=O)Nc1ccc2c(c1)OCCO2
→ .	-6	6	.	4	.	17	6	5
- COc1cc2cc(C(=O)O)n(C)c2c(OC)c1OC
→ -0.65	-10	9	-37	5	-5	14	7	-4
- CCCOC(=O)Cc1n[nH]c(=O)[nH]c1=O
→ .	-18	-4	-12	5	-1	-4	6	-3
- CCOC(=O)c1cccc(NC(=O)CSc2nnc(-c3cccnc3)n2CC)c1
→ -0.0012	-11	5	-1	7	0	11	11	4
- O=C(CSc1ncnc2sc3c(c12)CCCC3)N1CCC(c2noc3ccc(F)cc23)CC1
→ -0.046	0	10	27	-1	0	-3	13	5
- COc1ccc(-c2cc(C(=O)N3CC4(C)CC3CC(C)(C)C4)no2)cc1 (stereo not drawn)
→ .	6	-3	65*	8	2	5	6	-2
- CCOC(=O)N1CCN(c2nc(=S)n(-c3ccccc3)c(C)c2C(C)=O)CC1
→ 0.29	-4	15	-12	0	-5	8	7	-2
- NC(=O)COc1ccc(C2c3c(oc4ccccc4c3=O)C(=O)N2CC2CCCO2)cc1 (stereo not drawn)
→ 0.49	3	-7	1	4	0	-9	10	4
- COc1ccccc1N1CCN(C(=O)Cn2nnc(-c3ccncc3)n2)CC1
→ 0.28	-2	-17	-14	2	-7	12	7	-1
- CN(C)c1ccc(C2N(c3cccc(Cl)c3)C(=O)C3CCCN32)cc1 (stereo not drawn)
→ -0.13	-12	-8	-6	5	-1	23	5	3
- CCOC(=O)NC(NC(=O)OCC)C(=O)c1ccccc1
→ .	-6	19	-31	4	-4	4	5	4
- COc1ccccc1N1CCN(c2nc(C)nc3c2oc2ccccc23)CC1
→ 2	-1	27	97*	4	-6	1	10	3
- CCS(=O)(=O)N1CCCC(C(=O)NCc2ccccc2Cl)C1 (stereo not drawn)
→ -1.2	23	-4	-15	4	-1	4	7	3
- Cc1c(NS(=O)(=O)c2ccc3c(c2)n(C)c(=O)n3C)c(=O)n(-c2ccccc2)n1C
→ 0.79	-15	-5	-27	1	0	0	-2	2
- CN(C)S(=O)(=O)c1ccc(-c2ccccc2)cc1
→ 0.99	-6	8	9	5	0	18	7	-4
- CCN(CC)CCNc1ncnc2c1[nH]c1ccc(OC)cc12
→ .	-12	-27	-24	.	2	.	-3	-1
- CC(=O)Nc1cccc(OC(=O)N2CCOCC2)c1
→ -0.2	5	2	-14	-5	-8	2	7	1
- COc1ccccc1/C=N/n1cnnc1
→ 0.39	-2	8	-13	-2	2	6	.	-6
- Cc1ccc(Cn2nnc3c(=O)[nH]c(C(=O)NCc4ccco4)nc32)cc1
→ .	12	36	24	1	-2	17	10	9

The final 5 entries of the part above are carried over, then new ones follow.
Fields: D1 allo mod	Cdc25B block	DUSP1 inh	tolC growth inh	CatB mixtures	Hsp90 inh	AP complement	Ec RNAP inh	CatB inh
- CN(C)S(=O)(=O)c1ccc(-c2ccccc2)cc1
→ 0.99	-6	8	9	5	0	18	7	-4
- CCN(CC)CCNc1ncnc2c1[nH]c1ccc(OC)cc12
→ .	-12	-27	-24	.	2	.	-3	-1
- CC(=O)Nc1cccc(OC(=O)N2CCOCC2)c1
→ -0.2	5	2	-14	-5	-8	2	7	1
- COc1ccccc1/C=N/n1cnnc1
→ 0.39	-2	8	-13	-2	2	6	.	-6
- Cc1ccc(Cn2nnc3c(=O)[nH]c(C(=O)NCc4ccco4)nc32)cc1
→ .	12	36	24	1	-2	17	10	9
- O=S(=O)(c1ccccc1)N(Cc1nc(-c2ccccc2)no1)C1CCCCC1
→ -0.8	-10	-2	24	6	1	17	5	-4
- COC(=O)CN1C(=O)CSc2ncccc21
→ .	16	4	-28	3	-3	11	5	7
- COc1cc(C(=S)N2CCCC2)ccc1O
→ .	5	-24	-13	4	-1	3	7	1
- COc1ccccc1-c1cc(N)n(S(=O)(=O)c2ccc(F)c(C)c2)n1
→ -0.18	-4	12	22	5	1	16	7	5
- CCOC(=O)N1CCN(S(=O)(=O)c2ccc(OCC)c(C)c2)CC1
→ 2.2	-5	5	18	1	-1	0	7	3
- Clc1ccc(-c2nn3c(-c4ccncc4)nnc3s2)c(Cl)c1
→ 1.5	-13	-22	-9	0	-3	10	5	-1
- Cn1c(=O)cc(OCCCC(=O)N2CCN(Cc3ccc4c(c3)OCO4)CC2)c2ccccc21
→ -1.3	-11	28	7	0	-2	4	14	2
- Cc1ccc(-n2nnnc2SCC(=O)c2cc(C)n(-c3cc(C)on3)c2C)cc1
→ -0.87	-10	11	-1	3	-4	-2	11	3
- CC(C)CNc1nc(Oc2ccc(=O)n(C)n2)nc(N2CCOCC2)n1
→ .	-4	5	-1	1	-1	4	4	4
- Cn1cnnc1SCC(=O)c1ccc2c(c1)CCCC2
→ 0.011	-13	1	-1	0	54*	12	5	1
- CC1(C(=O)CSc2nc3ccccc3[nH]2)CCC(=O)O1 (stereo not drawn)
→ .	-10	-32	11	.	-2	.	-10	3
- CN(Cc1cccs1)C(=O)COc1ccc(-c2nnco2)cc1
→ -0.34	-3	-1	-11	0	-1	15	-1	1
- O=C(O)CCc1ccc(-c2cccs2)n1NC(=O)c1ccc(O)cc1
→ -0.68	-3	14	-12	-3	-10	0	6	0
- O=C1N[C@@H](Cc2cnc[nH]2)C(=O)N2CCC[C@@H]12
→ 0.31	9	-6	15	-9	-3	1	9	-2
- CN1CCN(CC(=O)Nc2ccc(Oc3ccccc3)cc2)CC1
→ 0.38	-3	-6	-23	-4	-7	-10	4	5
- COC(=O)Cc1c(C)nc2nc(NCc3ccc(Cl)cc3)[nH]n2c1=O
→ 0.043	5	-16	9	3	0	-14	13	5
- COc1ccc(CCn2nnnc2C(CC(C)C)N2CCC(C(N)=O)CC2)cc1OC (stereo not drawn)
→ -0.14	-3	-17	-7	-6	-1	12	2	1
- C=CCn1c(=O)c(C(=O)Nc2nnc(C)s2)c(O)c2ccccc21
→ 0.01	6	-10	-8	-7	13	10	4	1
- COC(=O)c1[nH]c2ccc(Cl)cc2c1NC(=O)C1CC1
→ .	84*	-8	12	.	-7	.	4	6
- CCOC(=O)N1CCN(C(=O)CS(=O)(=O)c2cn(Cc3ccc(F)cc3)c3ccccc23)CC1
→ -0.0052	-9	18	11	-1	-3	7	5	4
- O=C(CC1C(=O)OCN1C(=O)OCc1ccccc1)OCC(=O)c1ccccc1 (stereo not drawn)
→ .	5	-3	-7	0	1	8	7	6
- CCCCNC(=O)Nc1ccc(Br)cn1
→ 7.2*	-8	12	8	6	.	3	6	1
- CCC(=O)N1CC23C=CC(CC2CC12CCCCC2)O3 (stereo not drawn)
→ 0.69	-2	-1	-7	-6	-2	20	-6	-4
- CC(C)c1nc2oc3c(=O)[nH]cnc3c2c2c1CCC2
→ 2.5	4	-30	1	0	-3	-4	.	1
